Assay outcomes as filed in PubChem.
APOBEC3A inh: blocks human APOBEC3A ssDNA deamination | inhibition, % at 20 µM | AID 493011 | P31941 | 330,000 compounds, 0.41% hits | recombinant A3A, FAM/TAMRA ssDNA deamination fluorescence;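 active means at least 40% inhibition at 20 µM here, with at most 30% in a related deaminase screen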;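 further: plate controls were A3A with DMSO for no effect and wells lacking A3A enzyme for full effect; some results filed as inactive read as strong as hits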
Target sequence (P31941 whole entry, looked up): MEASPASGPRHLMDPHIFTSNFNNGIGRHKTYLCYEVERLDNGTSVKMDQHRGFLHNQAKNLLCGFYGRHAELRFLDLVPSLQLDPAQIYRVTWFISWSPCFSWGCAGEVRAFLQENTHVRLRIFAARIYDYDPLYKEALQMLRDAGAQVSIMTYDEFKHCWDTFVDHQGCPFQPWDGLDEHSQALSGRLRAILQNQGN
NALP3 yeast inh: NALP3 inhibition in yeast. AID 2825. Yeast reconstituted NLRP3/ASC/caspase-1, beta-gal luminescence, 24 h. inhibition, % at 10 µM. 330,000 compounds, 0.39% hits;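 active means inhibition of 50% or more; inactive means inhibition below 50%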;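 further: plate controls were induced DMSO wells for no effect and uninduced yeast grown without galactose for full effect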
hIAP inh: human IAP inhibition; 330,000 compounds, 0.12% hits; AID 2544; inhibition, % at 10 µM; P09923; purified IAP, CDP-Star luminescence, 30 min;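 active means inhibition reaching a set limit with compound at 10 µM in the primary screen, cut at about 35% in these data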;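 further: plate controls were DMSO wells with enzyme for no effect and no-enzyme buffer wells for full effect; values of inactives mirror those of a sister screen read the other way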
Target sequence (P09923 whole entry, looked up): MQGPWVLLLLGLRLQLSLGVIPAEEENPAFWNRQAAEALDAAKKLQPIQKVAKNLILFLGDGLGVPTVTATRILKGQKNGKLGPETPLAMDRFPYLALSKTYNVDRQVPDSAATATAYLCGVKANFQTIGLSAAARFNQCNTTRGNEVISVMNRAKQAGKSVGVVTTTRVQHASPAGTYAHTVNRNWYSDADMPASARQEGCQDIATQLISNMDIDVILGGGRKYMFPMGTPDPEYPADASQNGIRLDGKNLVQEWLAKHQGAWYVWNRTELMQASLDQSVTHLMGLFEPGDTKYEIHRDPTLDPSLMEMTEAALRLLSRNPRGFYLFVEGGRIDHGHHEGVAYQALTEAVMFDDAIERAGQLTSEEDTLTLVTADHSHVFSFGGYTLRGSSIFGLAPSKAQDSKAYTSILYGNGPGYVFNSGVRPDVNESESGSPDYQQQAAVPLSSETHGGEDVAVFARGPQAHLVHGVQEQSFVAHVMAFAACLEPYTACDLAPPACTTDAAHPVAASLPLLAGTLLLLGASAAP
mIAP inh: blocks mouse intestinal alkaline phosphatase | inhibition, % at 10 µM | 330,000 compounds, 0.2% hits | purified mouse IAP, CDP-Star luminescence, 30 min | AID 2806;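 active means inhibition of at least 40% at 10 µM in the primary screen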;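 further: plate controls were DMSO with enzyme for no effect and no enzyme wells for full effect; values of inactives mirror those of a sister screen read the other way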
beta cell repl: induces beta-cell replication in MIN6 cells; proliferation, % at 10 µM; MIN6 cells proliferation, ATPlite luminescence, 48 h; cells starved in 0.2% serum; 100% = growth in 10% serum; 330,000 compounds, 0.29% hits;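 active means compounds whose signal lies at least 3.5 SD above the mean of all wells on their plate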;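 further: 0% = DMSO-treated cells in low-serum medium and 100% = 10% serum control; some compounds called inactive have numbers as strong as hits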
tim10-1 inh: growth inhibitors of tim10-1 mutant yeast; S. cerevisiae tim10-1 ts strain growth, BacTiter-Glo, 24 h; AID 463190; inhibition, % at 20 µM; 330,000 compounds, 2.2% hits;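 active means inhibition of at least 40%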;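 further: mutant grown at 25 °C; 0% = DMSO wells with yeast and 100% = wells holding no yeast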
mIAP activ: increases mouse intestinal alkaline phosphatase activity | AID 2805 | muIAP, CDP-Star luminescence, 30 min; active compounds read high; 1 = vehicle-only enzyme signal, 0 = enzyme-free wells | activation factor at 10 µM | 330,000 compounds, 0.24% hits;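 active means activation factor of at least 2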; further: the source names both 10 and 20 µM as test concentration; values of inactives mirror those of a sister screen read the other way
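Assay system: mouse IAP enzyme / Compound: DMSO-dissolved test compounds / Timing: 30 min, room temperature / Measured by: luminescence from enzymatic CDP-Star hydrolysis / Control set: DMSO-only wells, enzyme-free buffer wells as negative control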
A3G deaminase: APOBEC3G (human) deaminase inhibition. Q9HC16. recombinant A3G, ssDNA deamination FAM/TAMRA fluorescence. inhibition, % at 20 µM. 330,000 compounds, 0.28% hits;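 active means inhibition of at least 40% at 20 µM, with no more than 30% in the related APOBEC3A deaminase screen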;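 further: plate controls were DMSO wells with A3G for no effect and wells lacking A3G enzyme for full effect; some compounds called inactive have numbers as strong as hits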
TIM10 inh: growth inhibitors of TIM10 yeast strain; 330,000 compounds, 1.4% hits; AID 463195; S. cerevisiae TIM10 strain growth, BacTiter-Glo luminescence, 24 h; inhibition, % at 10 µM;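 active means inhibition of 40% or more at the single tested concentration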;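 further: wild-type TIM10 isogenic control strain grown at permissive 25 °C; 0% = DMSO yeast wells and 100% = minimal medium wells without yeast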
* marks the source's active call; other numbers are inactive results.

Value order: APOBEC3A inh	NALP3 yeast inh	hIAP inh	mIAP inh	beta cell repl	tim10-1 inh	mIAP activ	A3G deaminase	TIM10 inh
Cc1cccc(NS(=O)(=O)c2ccccc2)n1
  -3	1	4	-9	0	4	1.1	-8	-9
CC(=O)N1CCN(C(=O)CC2OC(=O)c3ccccc32)CC1 (stereo not given)
  5	9	19	4	-4	19	0.96	6	2
CCOCCCNC(=S)NNC(=O)CCn1nc(C)c(Br)c1C
  -1	19	-60	1	3	-6	0.99	-4	-3
CC(c1nnc(SCC(=O)c2c(N)n(C)c(=O)n(C)c2=O)n1-c1ccc(Cl)cc1)N(C)C (stereo not given)
  0	30	10	0	0	-3	1	-6	4
CC(=O)Oc1ccc(-c2ccc(C(=O)OCC(=O)c3c(N)n(C)c(=O)n(C)c3=O)cc2)cc1
  -2	-6	-5	1	-1	6	0.99	-7	12
COc1cccc2sc(NNC(=O)C3COc4ccccc4O3)nc12 (stereo not given)
  -3	5	-68	7	-2	-64	0.93	-8	-214
O=C(Nc1nc2ccc(S(=O)(=O)N3CCCCC3)cc2s1)C1CCCO1 (stereo not given)
  -6	14	7	0	-1	40	1	-7	33
Cc1c(Br)c([N+](=O)[O-])nn1CC(=O)N1CCc2ccccc21
  1	16	-7	2	1	1	0.98	-3	-6
O=C1[C@H]2[C@@H](/C=C/c3ccccc3)N3C(=O)CN(CCO)C(=O)[C@@]3(Cc3ccccc3)[C@H]2C(=O)N1c1ccccc1
  -1	-12	5	6	-2	8	0.94	-1	10
COc1ccc(/C(C)=N/N2C(=O)c3ccccc3NC2c2ccc(O)c(OC)c2)cc1 (stereo not given)
  4	-6	-20	2	6	16	0.98	5	15
CN(c1ccccc1)S(=O)(=O)c1cccc(NC(=O)C2=NNC(=O)CC2)c1
  -2	4	-2	-6	-3	6	1.1	-5	-6
Cc1ccc(SC(c2ccccc2)C(Cn2cncn2)C(=O)c2ccccc2)cc1 (stereo not given)
  -2	8	-16	4	-1	10	0.96	-6	-5
Cn1ncc(Cl)c1C(=O)Nc1cccnc1
  -4	9	-9	-1	1	1	1	-6	0
Cc1cc(/C=C(\C#N)C(=O)O)c(C)n1CC1CCCO1 (stereo not given)
  -3	9	-7	6	-2	-3	0.94	-9	-6
CC(C)CC(=O)Nc1ccc(C(=O)COC(=O)C2=COCCO2)cc1
  -2	-2	-4	-2	-2	-5	1	-7	-7
O=C(c1ccc(F)cc1)C1CCN(C(=O)Nc2ccccc2Cl)CC1
  -4	11	-2	-3	-1	2	1	-11	10
Cc1nc2cc(C(F)(F)F)ccc2n1C1CCN(C(=O)N2CCOCC2)CC1
  -1	1	5	3	3	10	0.97	0	-6
Cc1ccc(C(=O)Nc2ccc3cn[nH]c3c2)cc1S(=O)(=O)N1CCCCC1
  -1	23	13	-3	-2	18	1	-3	7
CCCCN(C(=O)CSc1cc(C)c2ccccc2n1)c1c(N)n(Cc2ccccc2)c(=O)[nH]c1=O
  -1	14	7	-5	0	12	1.1	-5	8
Cn1c(CO)cnc1-c1ccccc1
  -2	-3	-2	0	1	17	1	-10	15
O=S1(=O)CC2SC(=S)N(Cc3ccccc3)C2C1 (stereo not given)
  1	5	6	-5	-3	3	1	-1	4
CN(CC(=O)O)C(=O)c1ccccc1
  -3	3	13	1	-3	0	0.99	-4	0
CCOC(=O)c1ccc(NC(=O)CN(C)S(=O)(=O)c2ccc(Br)s2)cc1
  -8	45	-23	1	-2	-1	0.99	-11	-9
Cc1nc2ccc(CCO)cc2s1
  -5	10	-18	-3	-1	7	1	-7	7
O=C(NCCN1CCOCC1)[C@H](Cc1ccccc1)N1C(=O)c2ccccc2C1=O
  0	23	41*	-5	-1	18	1	3	7
CCCNC(=O)c1ccccc1C(=O)NC1(C(=O)NCCC)CCCC1
  -4	22	-22	4	-4	23	0.96	-14	0
CSc1ncnc2sc(C)c(C)c12
  0	11	14	7	2	10	0.93	-17	-1
COc1ccc(CCNC(=O)c2c(O)c3ccccc3[nH]c2=O)cc1
  2	14	-10	1	-4	-40	0.99	6	-20
Cc1cc(NC(=O)CSCC(=O)N(C)Cc2ccc(F)cc2)no1
  -2	4	-4	10	-2	-15	0.9	-2	-22
COc1cccc(OC)c1C(=O)Nc1cccc2c1CCCC2
  55*	12	-21	-1	-1	9	1	-1	7
CCc1ccc2oc(-c3cccc(NC(=O)c4cccnc4)c3)nc2c1
  1	22	1	-1	-7	29	1	2	19
Cc1ccc(C(=O)N/N=c2\sc3ccccc3n2C)cc1
  -3	18	-10	4	-1	-4	0.96	-6	-14
COc1cc(C(=O)Nc2nnc(C)s2)c([N+](=O)[O-])cc1OC
  -3	8	12	-3	0	8	1	-9	8
Cc1c(NC(=O)C(C)N(c2ccccc2)S(C)(=O)=O)c(=O)n(-c2ccccc2)n1C (stereo not given)
  1	4	-14	4	-3	-16	0.96	-6	-8
COc1ccc(C)cc1S(=O)(=O)Nc1cc2c3c(c1)C(C)C(=O)N3CCC2 (stereo not given)
  2	25	-8	6	-2	-14	0.94	-5	12
COc1ccc(/C=C(\NC(=O)c2ccccc2)C(=O)N2CCN(C)CC2)cc1
  -6	-9	5	4	-1	8	0.96	-7	0
COc1ccc2cc(CCNC(=O)CCc3ccccc3)c(=O)[nH]c2c1
  -2	-7	-10	0	-1	18	1	1	2
Cc1c(C(=O)N2CCN(S(=O)(=O)c3cccs3)CC2)oc2ccc(F)cc12
  3	3	-10	6	4	7	0.94	-1	22
Cc1c(NC(=O)CCCCCN2C(=O)C3C4C=CC(C4)C3C2=O)c(=O)n(-c2ccccc2)n1C (stereo not given)
  -5	12	6	5	-1	5	0.95	-6	2
O=C(NCc1ccccc1)Nc1cccn(Cc2c(F)cccc2Cl)c1=O
  25	6	-10	-2	-3	35	1	0	29
Cc1nc2ccccn2c(=O)c1NC(=O)c1cccc2ccccc12
  -2	10	6	5	-1	-5	0.95	-8	-10
Cc1cc(C)c2nc(SC(C)C(=O)NCC(=O)Nc3ccc(F)c(F)c3F)cc(C)c2c1 (stereo not given)
  -4	-5	19	-2	0	25	1	-5	28
Cc1[nH]c2ccccc2c1SCC(=O)NNC(=O)Nc1ccc(OC(F)(F)F)cc1
  0	3	-8	-4	-1	-23	1	-2	-20
COc1ccc(OC)c(-n2c(-c3cc(-c4ccco4)[nH]n3)n[nH]c2=S)c1
  -2	-3	-65	26	-2	18	0.74	15	-1
C=CCN1C(=O)C(CC(=O)Nc2ccccc2)S/C1=N/c1nccs1 (stereo not given)
  5	8	11	3	-1	4	0.97	3	4
Fc1ccc(Cn2nnc(-c3ccc(CN4CCOCC4)cc3)n2)cc1
  -6	24	-10	-5	0	-29	1	-4	-2
CC(C)NC(=O)Cn1cnc2c1c(=O)n(C)c(=O)n2C
  1	17	2	-12	3	4	1.1	1	0
O=C(OCCCN1CCOCC1)c1ccc(O)c(O)c1
  -3	12	3	11	-2	-5	0.89	-4	-10
COCCN(C(=S)Nc1ccc(C)cc1C)C(C)c1ccco1 (stereo not given)
  6	4	-5	3	0	17	0.97	-5	12
CCOC(=O)C(NCc1ccc(F)cc1)(NC(=O)c1ccccc1)C(F)(F)F (stereo not given)
  -4	28	-10	0	0	17	1	-3	14
COc1ccc(S(=O)(=O)N(C)CC(=O)NCc2cccnc2)cc1
  -1	-2	17	1	-1	8	0.99	-3	-7
CCCCN(C(=O)c1cccc(S(=O)(=O)N2CCCCC2)c1)C1CCS(=O)(=O)C1 (stereo not given)
  -8	11	-12	-1	-1	1	1	-9	7
Cc1nc2c(cc1NC(=O)C(C)(C)C)nc(C)n2Cc1ccccc1
  -6	12	-4	3	1	13	0.97	-10	-4
COc1ccc(S(=O)(=O)N(CC(=O)NCc2ccncc2)c2ccc(C)cc2)cc1Br
  -1	1	-7	-10	0	15	1.1	-2	-11
CCN(CC(=O)Nc1c(F)cccc1F)C(=O)CNC(=O)COc1ccccc1
  -1	21	-6	14	4	6	0.86	-7	-7
Cc1ccc(C)n1-c1ccc(C#N)cn1
  -5	4	-9	-5	3	9	1.1	-1	-13
O=C(Nc1cccc2nsnc12)c1ccc(F)cc1
  -7	-6	-27	-11	-1	15	1.1	-9	-15
CN(Cc1nc2ccccc2c(=O)[nH]1)CC(O)COCc1ccco1 (stereo not given)
  -3	-7	12	-2	-3	5	1	-5	10
Cn1c(CSCc2ccc(Cl)cc2)nnc1SCC(=O)Nc1nccs1
  2	19	-15	3	0	12	0.97	-7	-10
CCOC(=O)c1cc(CC)sc1NC(=O)CN1CCN(C(=O)C2CCCO2)CC1 (stereo not given)
  1	15	4	0	6	-7	1	-7	4

(cont.)
Value order: APOBEC3A inh	NALP3 yeast inh	hIAP inh	mIAP inh	beta cell repl	tim10-1 inh	mIAP activ	A3G deaminase	TIM10 inh
CCc1ccc(CNC(=O)CCc2nc(-c3cccs3)no2)cc1
  1	33	3	-7	0	-4	1.1	-5	0
CCC1Oc2ccc(C)cc2N(CC(=O)NCCc2ccc(OC)c(OC)c2)C1=O (stereo not given)
  2	16	-4	-4	1	-3	1	9	2
COCC(=O)N1CCCN(c2nc3c(C)cccc3cc2C#N)CC1
  -1	-4	6	1	0	32	0.99	-1	36
COc1ccc(-n2c(=S)[nH]c3cc(C(=O)NCCCN4CCOCC4)ccc3c2=O)cc1
  -5	27	11	3	0	7	0.97	-7	12
CC(=O)c1cccc(NC(=O)CCS(=O)(=O)c2cc3c(cc2C)NC(=O)CO3)c1
  -2	1	-6	-3	1	0	1	-5	8
CN1C(=O)NC(c2ccccc2[N+](=O)[O-])C2=C1CCCC2=O (stereo not given)
  2	12	8	8	-1	4	0.92	11	-2
CCN(CC)CCn1c(=S)[nH]c2cc3c(cc2c1=O)OCO3
  -6	9	13	0	-2	15	1	-5	4
CCCC[n+]1c(C)sc2cc(OC)ccc21
  65*	13	-10	4	-5	21	0.96	18	13
COc1cc(/C=C2\C(=N)N3N=C(C)SC3=NC2=O)cc(Cl)c1OCCOc1ccc(NC(C)=O)cc1
  2	14	-8	-3	-5	39	1	13	11
C[C@H](CO)N1C[C@H](C)[C@@H](CN(C)Cc2ccc3c(c2)OCO3)Oc2ccc(NC(=O)Cn3cnnn3)cc2C1=O
  -4	10	13	4	0	6	0.96	-6	-5
CCN(CC(=O)NCc1ccc(F)cc1)C(=O)c1ccc(COc2ccccc2)cc1
  7	9	0	2	-2	25	0.98	-3	14
Cc1ccc(C(=O)NNc2nc3ccccc3nc2C(F)(F)F)cc1
  -1	28	-28	5	-3	-25	0.95	-4	-10
O=C(Cn1ccc2ccccc2c1=O)NCCC(=O)N1CCN(c2cccc(Cl)c2)CC1
  1	7	-3	0	-3	5	0.99	-4	2
Cc1cc(C)c2nc(NCc3ccccc3O)sc2c1
  -2	41	0	-14	-4	21	1.1	-4	-15
COc1ccc(Cn2ccnc2SCC(=O)Nc2ccccc2F)cc1
  -4	32	-13	5	-4	20	0.95	-5	-3

Given as a markdown table: part of the list above
| Molecule | APOBEC3A inh | NALP3 yeast inh | hIAP inh | mIAP inh | beta cell repl | tim10-1 inh | mIAP activ | A3G deaminase | TIM10 inh |
| --- | --- | --- | --- | --- | --- | --- | --- | --- | --- |
| CCCC[n+]1c(C)sc2cc(OC)ccc21 | 65* | 13 | -10 | 4 | -5 | 21 | 0.96 | 18 | 13 |
| COc1cc(/C=C2\C(=N)N3N=C(C)SC3=NC2=O)cc(Cl)c1OCCOc1ccc(NC(C)=O)cc1 | 2 | 14 | -8 | -3 | -5 | 39 | 1 | 13 | 11 |
